Mac1 fbg inh: CD11b/CD18-fibrinogen binding inhibition | actives 0.54% (n = 93,000) | inhibition, % at 10 µM | AID 1497 | P05107+P11215 | K562 CD11b/CD18 adhesion to fibrinogen, ATPlite luminescence; Mn2+ added to activate the integrin;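 active means primary inhibition of 50% or more at 10 µM, then 40% or more on retest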; further: some results filed as inactive read as strong as hits
Target sequence (P05107 whole entry, looked up, other chains not shown): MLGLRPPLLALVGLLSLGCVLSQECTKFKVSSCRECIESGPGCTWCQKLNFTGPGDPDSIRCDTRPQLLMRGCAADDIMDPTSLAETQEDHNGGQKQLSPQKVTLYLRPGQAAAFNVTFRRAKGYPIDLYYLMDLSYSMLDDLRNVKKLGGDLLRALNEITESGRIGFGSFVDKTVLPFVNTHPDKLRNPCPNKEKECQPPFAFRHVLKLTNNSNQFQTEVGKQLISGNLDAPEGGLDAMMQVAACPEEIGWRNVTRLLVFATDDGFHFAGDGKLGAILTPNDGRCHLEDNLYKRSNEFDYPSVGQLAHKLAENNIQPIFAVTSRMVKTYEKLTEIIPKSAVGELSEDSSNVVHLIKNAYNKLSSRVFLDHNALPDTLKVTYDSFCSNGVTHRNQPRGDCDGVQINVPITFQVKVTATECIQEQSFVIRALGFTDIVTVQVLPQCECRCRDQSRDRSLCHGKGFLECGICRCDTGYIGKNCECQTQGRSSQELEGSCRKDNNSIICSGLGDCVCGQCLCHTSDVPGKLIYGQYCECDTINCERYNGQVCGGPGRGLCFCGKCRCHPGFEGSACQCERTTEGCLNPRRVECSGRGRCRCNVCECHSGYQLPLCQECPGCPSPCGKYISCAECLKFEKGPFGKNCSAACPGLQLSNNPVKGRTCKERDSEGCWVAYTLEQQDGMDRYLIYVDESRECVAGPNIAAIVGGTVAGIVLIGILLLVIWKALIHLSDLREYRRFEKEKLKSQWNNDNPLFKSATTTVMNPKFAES
CD11b adhes enh: CD11b/CD18-fibrinogen binding enhancement | actives 0.07% (n = 93,000) | P05107+P11215 | activation, % at 10 µM | K562 CD11b/CD18 adhesion to fibrinogen, ATPlite luminescence;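 active means 10 µM primary screen giving 50% or more activity, confirmed by 40% or more on retest at that dose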; further: strong numbers were not always called active; reference of the scale not given here
Active calls of the source: *.

Mac1 fbg inh	CD11b adhes enh	Molecule
-6	6	CC(C)c1onc(C(=O)NCc2ccc(Cl)cc2)c1[N+](=O)[O-]
-1	-3	O=C(CN1CCN(Cc2ccccc2)CC1)N/N=C\C=C/c1ccco1
18	0	O=C(/C(C=Nc1ccc(F)cc1)=C(/O)c1ccco1)C(F)(F)F
3	3	CCN(c1ccccc1)S(=O)(=O)c1cccc(C(=O)OCc2nc3sc(C)c(C)c3c(=O)[nH]2)c1
3	23	Cc1ccc(-n2c(N)c(C(=O)Nc3c(C)n(C)n(-c4ccccc4)c3=O)c3nc4ccccc4nc32)cc1C
53	6	CCOc1ccc(-c2csc(NC(=O)CSC3=NC(=O)CN3C(C)=O)n2)c2ccccc12
12	20	COc1ccc(/C=N/NC(=O)c2ccc(CSc3nc(C)cc(C)n3)cc2)cc1O
-11	45	Cc1cc(C)nc(/N=C(/NC(=O)Nc2ccc(Cl)c(Cl)c2)Nc2cccc(Cl)c2)n1
11	-6	CCOC(=O)c1cc(-c2ccc(OC(F)F)cc2)nc2nc(SC)[nH]c(=O)c12
23	-5	CCCc1ccc(-c2cc(C(=O)Nc3ccc([N+](=O)[O-])cn3)c3ccccc3n2)cc1
-4	-1	COc1cccc(NC(=O)CN(C)C(=O)COc2ccc3ccccc3c2)c1
18	0	C/C(=C/C(=O)N1CCc2ccccc21)C(=O)O
42	-4	Fc1ccc(-n2c(-c3cccs3)nc3nc4ccccc4nc32)cc1
2	-1	O=C(Cc1cccc(C(F)(F)F)c1)NCc1cccc(Cl)c1
10	0	CC(C)CNC(=O)NC(=O)COC(=O)c1cccc(NS(=O)(=O)c2ccc(F)c(F)c2)c1
45	-1	CCOc1ccc(CN(C)C(C)C(=O)Nc2ccc([N+](=O)[O-])cc2Cl)cc1OC (centres undefined)
0	0	O=C(/C=C/c1ccc(OCc2ccccc2)c(OCc2ccccc2)c1)c1cccnc1
6	6	CCC(C)c1ccccc1NC(=O)COC(=O)c1ccc2c(c1)S(=O)(=O)c1ccccc1C2=O (centres undefined)
3	1	O=C(N/N=C\c1cccc([N+](=O)[O-])c1O)C1COc2ccccc2O1 (centres undefined)
-6	22	COc1ccc(Cc2nc3c4c(ncn3n2)Oc2ccc3ccccc3c2C4c2ccc(OC)c(OC)c2)cc1 (centres undefined)
43	-5	Cc1ccc(N(CC(=O)NCCc2ccc(F)cc2)S(=O)(=O)c2ccc(Cl)c([N+](=O)[O-])c2)c(C)c1
7	3	C/C(=N\NC(=S)Nc1cccc(C)c1)c1cccc(N)c1
90*	-8	O=C(NNC(=S)Nc1ccc(Br)cc1Cl)c1ccco1
-10	2	CN(CC(=O)Nc1ccccc1C(F)(F)F)C(=O)COc1ncnc2sccc12
14	23	Cc1cnc(C(=O)Nc2nc(-c3ccccc3)cs2)cn1
-1	1	Cc1cc(C(=O)OCC(=O)N2c3ccccc3NC(=O)C2(C)C)c(C)n1-c1ccccc1
3	0	O=C(CSc1nc(-c2ccc(F)cc2)cc(C(F)(F)F)n1)Nc1ccc2c(c1)OCO2
8	4	COc1ccc(C)cc1N(C(=O)c1ccccc1)c1nc2ccccc2s1
25	0	O=C(COC(=O)c1ccc(CNS(=O)(=O)c2ccc(F)c(Cl)c2)cc1)NC1CCCCCCC1
0	-3	O=C(Cc1cc(=O)[nH][nH]1)N/N=C/c1cccc(Cl)c1Cl
-17	41	CCOC(=O)c1c(/N=C/c2ccc(C)cc2O)sc2c1CCC2
-11	57	Cc1ccc(-c2cc(C(=O)Nc3ccc(S(=O)(=O)Nc4nccs4)cc3)c3ccccc3n2)c(C)c1
3	0	CCCC1=[N+](CC(=O)c2ccccc2)CCn2cccc21
-7	4	O=C(c1ccc(Cl)cc1[N+](=O)[O-])N(Cc1ccccc1)Cc1ccccc1
61	11	CC1CCc2c(sc(Nc3nc4c(F)cccc4s3)c2C(N)=O)C1 (centres undefined)
11	-2	O=C(COc1ccc(C(=O)c2ccc(F)cc2)cc1)NCc1ccc(F)cc1
-4	15	CCCCOc1ccc(C(C)NC(=O)CCS(=O)(=O)Cc2ccc(C)cc2)cc1 (centres undefined)
-6	7	O=C(Cn1cnc([N+](=O)[O-])n1)N/N=C/c1ccc2ccccc2c1
0	1	CCCc1nnc(NC(=O)CCC(=O)N2CCN(C3c4ccccc4-c4ccccc43)CC2)s1
16	11	S=c1[nH]nc(-c2ccc3ccccc3n2)n1-c1cc(Cl)cc(Cl)c1
2	2	COc1ccc(CCNC(=O)CSc2nnc(-c3ccccc3)c3ccccc23)cc1OC
-4	51	CCOC(=O)c1[nH]c2ccc(Cl)cc2c1NC(=O)/C=C/c1ccc2c(c1)OCO2
-2	5	O=C(/C=C/c1cccs1)Nc1ccc([N+](=O)[O-])cc1
88	-5	CCCCCCCNC1=CC(=O)CC(c2ccccc2)C1 (centres undefined)
15	1	CCOC(=O)Cc1csc(N/C(=N/S(=O)(=O)c2cc(Br)ccc2OCC)c2ccccc2)n1
16	2	O=C(N/N=C/c1c[nH]c2ccccc12)C1COc2ccccc2O1 (centres undefined)
-14	0	Cn1nc(C(=O)N2CCOCC2)c([N+](=O)[O-])c1C(=O)N1CCOCC1
0	5	O=C(CN(Cc1ccccc1)C1=NCCS1)c1ccc(Cl)cc1
-22	-6	CC(Oc1cccc(Cl)c1)C(=O)NCCCCc1ccccc1 (centres undefined)
85	-9	C(=C\c1nc(N2CCCC2)c2ccccc2n1)/c1ccccc1
35	3	COc1ccccc1N=Nc1nc(-c2ccccc2)c(-c2ccccc2)[nH]1
-24	123	COc1ccc(-c2csc(NC(=O)c3cc(-c4cccs4)nc4ccccc34)n2)c(OC)c1
-7	2	CC1(C)CC2(CC(c3ccccc3)Oc3cc(O)ccc32)NC(=S)N1 (centres undefined)
2	1	Cc1c(C(=O)Nc2nc3ccccc3[nH]2)cccc1[N+](=O)[O-]
5	1	CC(=O)N1N=C(c2cccc([N+](=O)[O-])c2)OC1(C)CC(=O)Nc1ccccc1 (centres undefined)
3	1	O=C(CN1C(=O)NC2(CCc3ccccc3C2)C1=O)Nc1ccc(Cl)cc1F (centres undefined)

Next part.
Mac1 fbg inh	CD11b adhes enh	Molecule
-14	-6	CCN1CNC(=S)N(C(C)c2ccccc2)C1 (centres undefined)
7	-7	O=[N+]([O-])c1ccc(N2CCNCC2)cc1Sc1nc2ccccc2[nH]1
-10	119	C/C(=N\NC(=O)CNC(=O)C(c1ccccc1)c1ccccc1)c1ccc(C)cc1
39	-2	CCCNC(=O)CSc1nnc(-c2ccccc2Br)n1-c1cccc(C(F)(F)F)c1
-21	-1	Cc1cccc(NC(=O)c2cc(Cl)sc2Cl)c1C
0	4	COc1ccc(C2CC(c3cccs3)=NN2C(=S)Nc2ccccc2)cc1OC (centres undefined)
-2	1	CCCc1sc(N)nc1-c1ccc(Cl)cc1
-8	-2	Cc1cc(C(=O)COC(=O)CNC(=O)c2ccc(Cl)c(Cl)c2)c(C)n1Cc1ccco1
21	-2	CCc1ccccc1NC(=O)c1cccc(Oc2ccc([N+](=O)[O-])cc2Cl)c1
-21	30	CCc1ccc(-c2csc(NC(=O)Oc3ccccc3)n2)cc1
-23	-1	O=C(Nc1c(-c2cccs2)nc2ccccn12)c1ccc2ccccc2c1
23	-6	N#C/C(=C\c1cccc([N+](=O)[O-])c1)C(=O)NCc1cccnc1
-10	-3	Cc1cccc(N2CCN(C3=NC(=O)C(Cc4ccccc4)S3)CC2)c1 (centres undefined)
-9	1	CCc1ccc(C(=O)N/N=C/c2ccc(Cl)cc2Cl)nc1
-14	-1	CCSc1nnc(NC(=O)CSc2nnc(CNC(=O)c3cc(OC)c(OC)c(OC)c3)o2)s1
0	50	Cc1cc(C(=O)N/N=C/c2ccc(-c3ccccc3Cl)o2)n[nH]1

2 entries from above, field by field:
CCc1ccc(-c2csc(NC(=O)Oc3ccccc3)n2)cc1
- Mac1 fbg inh = -21
- CD11b adhes enh = 30

O=C(Nc1c(-c2cccs2)nc2ccccn12)c1ccc2ccccc2c1
- Mac1 fbg inh = -23
- CD11b adhes enh = -1

(list continues)
Mac1 fbg inh	CD11b adhes enh	Molecule
2	-4	O=C(NNS(=O)(=O)c1cccc(Cl)c1Cl)c1cccc(S(=O)(=O)N2CCOCC2)c1
-7	-2	Cc1ccnc(N/N=C/c2ccccc2)n1
2	-4	O=C1CC(c2ccccc2Cl)Cc2c1cnn2-c1nc2ccccc2s1 (centres undefined)
-13	55	Cc1ccnc(NC(=S)NC(=O)/C=C/c2ccc(Cl)cc2)c1
-26	-2	Cc1cccc(NC(=S)NCC(c2cccnc2)N2CCOCC2)c1C (centres undefined)
34	3	Cc1ccc(C)c(C(=O)COC(=O)CCCC(=O)Nc2cc(C(F)(F)F)ccc2Cl)c1
-3	2	CC(C)C(=O)Nc1cccc(NC(=O)c2ccc([N+](=O)[O-])cc2Cl)c1
12	-7	CC(C)(C)NC(=O)COC(=O)c1ccccc1OCC(=O)Nc1ccc(Br)cc1
-4	23	O=C(NC(Cc1c[nH]c2ccccc12)C(=O)N/N=C/c1cccc2ccccc12)c1cccs1 (centres undefined)
2	-2	COc1ccc(Oc2coc3cc(OC(=O)/C=C/c4ccc(F)cc4)ccc3c2=O)cc1
-2	-2	NS(=O)(=O)c1ccc(CNC(=O)/C=C/c2cccc(Cl)c2)cc1
13	2	CCSc1nc(-c2ccccc2)nc(C(Cl)Cl)n1
-2	-4	COc1ccc(-c2cc(C(=O)OCC(=O)c3ccc(C)c([N+](=O)[O-])c3)c3ccccc3n2)cc1
89	-9	CCn1c(CCCOc2ccc(Cl)cc2Cl)nnc1SCC(=O)Nc1cc(F)ccc1C
14	3	CC(=O)c1ccc(N2CCN(C(C)C(=O)NC3CCCc4ccccc43)CC2)cc1 (centres undefined)
-15	5	Cc1ccc(C)c(Oc2coc3cc(OCC(=O)Nc4ccccc4C(C)C)ccc3c2=O)c1
34	18	CCc1cccc(CC)c1NC(=O)COC(=O)C1(c2ccc(Cl)cc2)CCCC1
4	3	O=C(Cn1nnc2ccccc2c1=O)NCCc1ccc(Cl)cc1Cl
-18	2	N#Cc1ccc(/C=N/NC(=O)c2ccccc2F)cc1
7	3	O=C(Cn1c2ccccc2c(=O)c2ccccc21)Nc1ccccc1F
104	-12	Cc1ccc(C(=O)Nc2nnc(SCC(=O)N3CCCc4ccccc43)s2)cc1
16	-2	O=C(OCC(=O)N1CCCc2ccccc21)c1cncc(Br)c1
-2	0	CN(c1cccc(NC(=O)CN(c2ccc(Cl)c(Cl)c2)S(=O)(=O)c2ccccc2)c1)S(C)(=O)=O
27	10	CCCC1Cc2c(sc(NC(=S)NC(=O)c3ccccc3)c2C#N)CO1 (centres undefined)
34	6	COc1cc(/C=C2\SC(=S)N(CC(=O)Nc3cccnc3)C2=O)cc(OC)c1OC
34	5	Cc1ccc(C(=O)COC(=O)c2ccc(-c3cnc4ccccc4n3)cc2)cc1C
2	6	COC(=O)c1c(NC(=O)COC(=O)c2ccc(Cl)cc2[N+](=O)[O-])sc2c1CCCCC2
32	8	O=C(CC1SC(=Nc2ccccc2)N(Cc2ccccn2)C1=O)Nc1cccc(Cl)c1 (centres undefined)
4	-3	CCOc1ccc(-n2c(N)c(-c3nc4ccccc4n3C)c3nc4ccccc4nc32)cc1

Among those listed so far, 18 contain fluorine:
Mac1 fbg inh	CD11b adhes enh	Molecule
18	0	O=C(/C(C=Nc1ccc(F)cc1)=C(/O)c1ccco1)C(F)(F)F
11	-6	CCOC(=O)c1cc(-c2ccc(OC(F)F)cc2)nc2nc(SC)[nH]c(=O)c12
42	-4	Fc1ccc(-n2c(-c3cccs3)nc3nc4ccccc4nc32)cc1
2	-1	O=C(Cc1cccc(C(F)(F)F)c1)NCc1cccc(Cl)c1
10	0	CC(C)CNC(=O)NC(=O)COC(=O)c1cccc(NS(=O)(=O)c2ccc(F)c(F)c2)c1
43	-5	Cc1ccc(N(CC(=O)NCCc2ccc(F)cc2)S(=O)(=O)c2ccc(Cl)c([N+](=O)[O-])c2)c(C)c1
-10	2	CN(CC(=O)Nc1ccccc1C(F)(F)F)C(=O)COc1ncnc2sccc12
3	0	O=C(CSc1nc(-c2ccc(F)cc2)cc(C(F)(F)F)n1)Nc1ccc2c(c1)OCO2
25	0	O=C(COC(=O)c1ccc(CNS(=O)(=O)c2ccc(F)c(Cl)c2)cc1)NC1CCCCCCC1
61	11	CC1CCc2c(sc(Nc3nc4c(F)cccc4s3)c2C(N)=O)C1 (centres undefined)
11	-2	O=C(COc1ccc(C(=O)c2ccc(F)cc2)cc1)NCc1ccc(F)cc1
3	1	O=C(CN1C(=O)NC2(CCc3ccccc3C2)C1=O)Nc1ccc(Cl)cc1F (centres undefined)
39	-2	CCCNC(=O)CSc1nnc(-c2ccccc2Br)n1-c1cccc(C(F)(F)F)c1
34	3	Cc1ccc(C)c(C(=O)COC(=O)CCCC(=O)Nc2cc(C(F)(F)F)ccc2Cl)c1
2	-2	COc1ccc(Oc2coc3cc(OC(=O)/C=C/c4ccc(F)cc4)ccc3c2=O)cc1
89	-9	CCn1c(CCCOc2ccc(Cl)cc2Cl)nnc1SCC(=O)Nc1cc(F)ccc1C
-18	2	N#Cc1ccc(/C=N/NC(=O)c2ccccc2F)cc1
7	3	O=C(Cn1c2ccccc2c(=O)c2ccccc21)Nc1ccccc1F

Assay outcomes (PubChem)

The list is partial; count on the stated rates, not on these rows.
